14-3-3 PPI – modulators of 14-3-3 gamma protein binding, primary screen, biochemical, fluorescence polarization; 14-3-3 protein gamma (Homo sapiens), P61981; 160,000 tested, 0.19% active; FP, 14-3-3gamma / TMR-pS259-Raf peptide binding; inhibition, % at 40 µM; AID 422, 2006; in the data active means inhibition above about 30%;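 further: 0% = protein plus tracer without compound and 100% = blank with tracer alone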
Target sequence (P61981 whole entry, looked up): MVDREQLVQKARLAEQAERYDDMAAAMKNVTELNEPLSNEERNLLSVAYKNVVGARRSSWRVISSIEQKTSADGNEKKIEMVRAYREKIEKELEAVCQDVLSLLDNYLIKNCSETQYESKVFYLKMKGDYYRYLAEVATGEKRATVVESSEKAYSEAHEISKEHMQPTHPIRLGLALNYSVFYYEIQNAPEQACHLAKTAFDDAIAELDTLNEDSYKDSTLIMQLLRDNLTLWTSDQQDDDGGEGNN
Starred values were filed as active, the others as inactive; & = joins results of further samples. These rows are one share of the data. The share of hits here may be higher or lower than overall.

SMILES	14-3-3 PPI
COC(=O)CSc1nnc(C)n1-c1cccc(C#N)c1	2
O=c1nc(N2CCOCC2)ccn1-c1nc(-c2ccccc2)oc1-c1ccccc1	-10&-2
COc1ccc(N2CC(C(=O)Nc3ncccc3C)CC2=O)cc1 (stereo not drawn)	-8
CSc1nc(C)cc(OCC#N)n1	1
CCN1C(=O)/C(=C2/Sc3ccc(OC)cc3N2C)SC1=Nc1ccc(C(C)=O)cc1	1
O=C(CSc1nc2ccccc2[nH]1)Nc1ccc(F)c([N+](=O)[O-])c1	-49
O=C1c2ccccc2C(=O)N1c1ccccc1O	-7
CC1CCCCC1NS(=O)(=O)c1ccc(S(=O)(=O)N2CCCC2)cc1 (stereo not drawn)	-8
COC(=O)c1ccccc1NC(=O)c1c(NC(=O)c2ccco2)sc2c1CCC(C(C)(C)C)C2 (stereo not drawn)	-13
CCCN1CCN(CCCNC(=O)C2CCCN(c3nnc(-n4cccc4)s3)C2)CC1 (stereo not drawn)	5
Cn1nnc(NC(=O)CSc2nnnn2-c2ccc(F)cc2)n1	-5
CC(=O)NC(CC(C)C)C(=O)NC(=O)NCc1ccccc1 (stereo not drawn)	-12
CC1CCN(C(=O)C2CC(c3ccc(F)cc3)=NO2)CC1 (stereo not drawn)	-5
COc1ccc(-c2c(C)oc3c(CN4CCN(C)CC4)c(O)ccc3c2=O)cc1	-9
Cc1nc2nc[nH]n2c(=O)c1NC(=O)c1cccc(OCC(C)C)c1	2
CCn1c(SCC(=O)Nc2ccccc2C)nnc1-c1ccccc1O	-4
Cn1c(CSc2nc3ccccc3s2)n[nH]c1=S	-7
CCCOC(=O)c1ccc2c(c1)C(=O)N(c1cccc(C)c1)C2=O	-5
CCOc1ccc(-n2c(SCC(=O)c3ccccc3)nc3c(c2=O)SCC3)cc1	-13
Cc1nn2c(-c3ccco3)nnc2c2ccccc12	9
O=c1c2ccccc2nc2c3ccccc3c(NCCN3CCOCC3)nn12	-22
CCOC(=O)c1ccc(COC(=O)c2cc3ccccc3oc2=O)o1	5
COc1ccc(NC(=O)C2CCN(S(=O)(=O)c3ccc(C)cc3)CC2)c(OC)c1	5
O=C(Cc1nc(-c2ccc(Br)s2)cs1)NCCN1CCOCC1	-43
COc1ccc(C(=O)Nc2ccc(Cl)c(-c3nc4ncccc4o3)c2)cc1OC	-8
COc1ccc(OC)c(CNC(=O)c2cn(CC(C)C)c(=O)c3c2c2ccccc2n3C)c1	-12
COCCNC(=O)c1ccc2c(c1)ncn2-c1ccc(OCc2ccccc2)cc1	-49
CN1C(=O)c2ccccc2C(C(=O)NCCCN2CCOCC2)C1c1cccs1 (stereo not drawn)	-16
Cc1ccc(-c2nc3ncccc3o2)cc1NC(=O)c1cccc2ccccc12	-6
COc1ccc(N2CCN(CC(=O)N3CCC(C)CC3)CC2)cc1	0

Compounds shown so far with fluorine, in the order listed:
SMILES	14-3-3 PPI
O=C(CSc1nc2ccccc2[nH]1)Nc1ccc(F)c([N+](=O)[O-])c1	-49
Cn1nnc(NC(=O)CSc2nnnn2-c2ccc(F)cc2)n1	-5
CC1CCN(C(=O)C2CC(c3ccc(F)cc3)=NO2)CC1 (stereo not drawn)	-5

The list continues.
SMILES	14-3-3 PPI
O=C1CCc2cc(S(=O)(=O)NCc3ccccc3Cl)ccc2N1	-40
CCOC(=O)C(N)CSC1CC(=O)N(c2ccc(OCC)cc2)C1=O (stereo not drawn)	-8
COc1ccc(-c2cc(C(F)(F)F)n3nc(C(=O)NCc4cccnc4)cc3n2)cc1	-2
CCOC(=O)CNC(=O)CSc1nc(-c2ccco2)nc2c1c(=O)n(C)c(=O)n2C	-4
c1nc(NC2CCCCCC2)c2[nH]cnc2n1	-3
O=C1C2C3C=CC(C3)C2C(=O)N1c1ccc2c(c1)CCC2 (stereo not drawn)	6&-6
O=C(Cn1c(=O)[nH]c2ccccc2c1=O)NCc1ccco1	-7
Cc1ccc(CCNC(=O)CCS(=O)(=O)Cc2ccc(C)cc2)cc1	-8
CCCC(=O)Nc1cc(C(C)(C)C)on1	0
CC(C)CCNc1ncnc2c1sc1nc(N3CCOCC3)c3c(c12)CC(C)(C)OC3	3
COc1ccc(C(=O)NCCOc2ccccc2Cl)c(OC)c1OC	4
O=C(COC(=O)c1n[nH]c2ccccc12)NC(=O)NC12CC3CC(CC(C3)C1)C2	-1
O=C(NCCCN1CCOCC1)c1c(O)c2cccc3c2n(c1=O)CCC3	-2
CC(C)(C)c1ccc(-c2n[nH]c(=S)n2C2CCCCC2)cc1	-8
Cc1cc(=O)[nH]c(Nc2nc3ccccc3[nH]2)n1	-16
O=C(Nc1ccc2oc(-c3ccccc3)nc2c1)c1ccc(-c2ccc([N+](=O)[O-])cc2)o1	-6
O=C(c1ccn(C(=O)c2ccc(Cl)cc2)n1)N1CCCCC1	-7
O=C(C(Cc1ccccc1)N1C(=O)c2ccccc2C1=O)N1CCc2ccccc21 (stereo not drawn)	2
Cc1nc2ncnn2c(N2CCN(c3cccc(C(F)(F)F)c3)CC2)c1C	-7
Cc1cc(C)nc(NS(=O)(=O)c2ccc(N=CC=Cc3ccc([N+](=O)[O-])cc3)cc2)n1	4
O=C(CSc1nc2c(c(=O)n1-c1ccc(F)cc1)SCC2)NCc1ccco1	1
COC(=O)C1=C(C(=O)OC)SC(=C2C(=S)C(C)(C)N(C(=O)Cc3ccccc3)c3ccc(OC)cc32)S1	-4
O=C(CSc1nc2ncccc2[nH]1)c1ccc(F)cc1	-1
Cc1cccc(OC(=O)c2cncc(Br)c2)c1	-6
CCN(CC)S(=O)(=O)N1CCCC(C(=O)NC2CCCC2)C1 (stereo not drawn)	-3
CCC1Oc2ccc(C)cc2NC1=S (stereo not drawn)	2
Cc1ccc(S(=O)(=O)Nc2cccc3ncccc23)s1	-2
O=C(Nc1nc(-c2ccc3c(c2)OCCO3)cs1)c1ccc(S(=O)(=O)N2CCCCC2)cc1	-4
Cc1nc2c(F)c(F)c(C(F)(F)F)c(F)c2[nH]1	-10
CCC(C)OC(=O)C1=C(C)NC(=O)CC1c1ccccc1Br (stereo not drawn)	-3
CCOC(=O)Cn1nnc(S(C)(=O)=O)n1	-4
COc1ccc(-c2cc(=O)oc3cc(OCc4nn[nH]n4)ccc23)cc1	-12
Nc1cc(C(=O)N2CCC(Cc3ccccc3)CC2)ccc1N1CC2CC(C1)c1cccc(=O)n1C2 (stereo not drawn)	-1
Cc1cc(N)n(-c2nc(-c3cccnc3)nc3ccccc23)n1	-7
CC1=NN(C(=O)Cc2ccccc2)C(O)(c2ccc(Cl)cc2)C1 (stereo not drawn)	-2
CC(=O)N1CCc2cc(S(=O)(=O)NC(CC(C)C)C(=O)NC(C)(C)C)ccc21 (stereo not drawn)	-13
CCC1(CC)OC(c2ccccn2)Nc2ccccc21 (stereo not drawn)	-12
CCOC(=O)c1ccc(NC(=O)c2cc(C(=O)OC)cc([N+](=O)[O-])c2)cc1	9
CCOc1ccc(NC(=O)C2=C(C)NC(=O)NC2c2cccc([N+](=O)[O-])c2)cc1 (stereo not drawn)	2
CCN(CC)S(=O)(=O)c1csc(C(=O)Nc2ccccn2)c1	3
CCCCNC(=O)c1cc(Nc2cccc(SC)c2)nc2ccccc12	15
COc1ccc(N2C(=O)C3C4C=CC(C4)C3C2=O)c([N+](=O)[O-])c1 (stereo not drawn)	5
O=C(O)c1ccc2c(c1)C(=O)N(CCCCO)C2=O	-7
CC1CCCCC1NC(=O)CNc1ccccc1-c1nc2ccccc2[nH]c1=O (stereo not drawn)	-5
CC1=C(C(=O)OC2CCCC2)C(c2ccccc2OC(C)C)C2=C(CCCC2=O)N1 (stereo not drawn)	8
C=CCOc1ccc(/C(O)=C2\C(=O)C(=O)N(CCOC)C2c2cccnc2)cc1 (stereo not drawn)	-10
CC1(C)NC(=O)N(CC(O)CNC23CC4CC(CC(C4)C2)C3)C1=O (stereo not drawn)	-9
CCC(=O)N1CCc2cc(S(=O)(=O)Nc3ccc(Br)c(C)c3)ccc21	-45
COc1cccc(N2CCN(C(=O)CCSCc3ccccc3F)CC2)c1	2
COc1cccc(-c2nc(CS(=O)CC(=O)NCc3ccc4c(c3)OCO4)c(C)o2)c1 (stereo not drawn)	2
COc1ccc(NC(=O)CSc2nc3c(cnn3-c3ccc(C)cc3)c(=O)[nH]2)c(OC)c1	15
O=C(Nc1ccc([N+](=O)[O-])cc1)c1cc(=O)c2ccccc2o1	-26
COC(=O)c1ccc(C2C3=C(CC(C)(C)CC3=O)N(Cc3cccnc3)C3=C2C(=O)CC(C)(C)C3)cc1	5
COc1ccc(Cn2nnnc2C(c2ccc(F)cc2)N2CCN(C3CCCC3)CC2)cc1 (stereo not drawn)	-6
CC1CN(S(=O)(=O)c2ccc(F)cc2)CC(C)O1 (stereo not drawn)	4
COc1ccc([N+](=O)[O-])cc1N1C(=O)C2CC=C(Cl)CC2C1=O (stereo not drawn)	2
COc1ccc(CNc2nc(SCc3cccc([N+](=O)[O-])c3)nc3ccccc23)cc1	-4
COc1cc(C(=O)Nc2cc(-c3nc4ccccc4s3)ccc2C)cc(OC)c1OC	-24
Cc1cc(OCC(=O)Nc2sc3c(c2C#N)CCC(C)C3)ccc1C(C)C (stereo not drawn)	-7
Cc1cccc(N2C(=O)C(Cl)=C(Nc3cccc(O)c3)C2=O)c1	-47

A different layout for some results above.
CC(C)(C)c1ccc(-c2n[nH]c(=S)n2C2CCCCC2)cc1
- 14-3-3 PPI: -8

Cc1cc(=O)[nH]c(Nc2nc3ccccc3[nH]2)n1
- 14-3-3 PPI: -16

O=C(Nc1ccc2oc(-c3ccccc3)nc2c1)c1ccc(-c2ccc([N+](=O)[O-])cc2)o1
- 14-3-3 PPI: -6

O=C(c1ccn(C(=O)c2ccc(Cl)cc2)n1)N1CCCCC1
- 14-3-3 PPI: -7

Next records
SMILES	14-3-3 PPI
Cc1cc(C(=O)Nc2cccc3ncccc23)no1	0
CCCOc1ccc(Cc2c(Cl)nc(SC)nc2Cl)cc1	-2
Cc1ccc(S(=O)(=O)N(C)c2ccc(C(=O)O)cc2)cc1	-2&-9
COc1ccc(C2C(C(=O)Nc3ccc(Br)cc3C)c3ccccc3C(=O)N2C)cc1OC (stereo not drawn)	-5
COc1cccc(-n2cc3c(=O)n(C)c(=O)n(C)c3c2)c1	10
CC(=O)c1c(C)n2c3c(cccc13)CCC2	-8
COC(=O)c1ccccc1NC(=O)c1c(NC(C)=O)sc2c1CCC(C(C)(C)C)C2 (stereo not drawn)	-7
O=S(=O)(c1ccc(Cl)cc1)c1nc(-c2ccccc2Br)oc1NCc1ccccc1	-4
COc1ccc(S(=O)(=O)NC(CC(=O)NCc2ccco2)c2ccco2)cc1 (stereo not drawn)	-2
Brc1cnn(-c2nc(N3CCOCC3)nc(N3CCOCC3)n2)c1	-3
CCOC(=O)c1ccc(NC2=CC(=NS(=O)(=O)c3cccs3)c3ccccc3C2=O)cc1	67*
O=C(O)CCCC(=O)NCc1ccco1	-6
CC(C)CCNC(=O)c1c[nH]c2ccc(S(=O)(=O)N3CCC(C)CC3)cc2c1=O	-1
Cc1ccc(NC(=O)c2cc3c(=O)n4cccc(C)c4nc3s2)c(C)c1	-5
CC(C)CNC(=O)CN(C1CCCCC1)S(C)(=O)=O	3
CC(=O)[C@H]1CC[C@H]2[C@@H]3CCC4=CC(=O)CC[C@]4(C)[C@H]3CC[C@]12C	-1&3
CCC(=O)Nc1ccc2nc(C3CC3)n(Cc3ccccc3)c(=O)c2c1	-8
COc1cc2c(cc1NCc1ccc([N+](=O)[O-])cc1)oc1ccccc12	3
O=C(CSc1nc2c(cnn2-c2ccc(Cl)cc2)c(=O)[nH]1)NCc1ccco1	-47
Cc1cccc(NC(=O)c2oc3ccc(S(=O)(=O)N4CCCCC4)cc3c2C)c1C	1
CCN(Cc1ccccc1)S(=O)(=O)c1cc(C(=O)Nc2ccc(Br)cc2)ccc1F	-28
O=C(Cn1cnc2c(cnn2-c2ccccc2)c1=O)NCc1ccccc1	-2
Nc1nc(-c2cc3cc([N+](=O)[O-])ccc3oc2=O)cs1	1
CCC(C)NC(=O)c1c(N)n(/N=C/c2ccccn2)c2nc3ccccc3nc12 (stereo not drawn)	-10
COc1cccc(C(=O)N2CCN(S(=O)(=O)Cc3ccccc3)CC2)c1	-6
O=C(C1CCN(S(=O)(=O)c2ccc(F)cc2)CC1)N1CCCC1	-8
C[C@H](NC(=O)OC(C)(C)C)C(=O)NCC1CCC(C(=O)O)CC1 (stereo partly drawn)	-4
OC1(CN2CCOCC2)C2CN3CCN(C2)CC1(c1ccccc1)C3 (stereo not drawn)	1
Cc1ccc2nc(-c3ccc(Cl)cc3)c(Nc3ccc4c(c3)OCO4)n2c1	-12
CCOc1cccc(NC(=O)C2CCCN(S(=O)(=O)c3ccc(-n4cnnn4)cc3)C2)c1 (stereo not drawn)	0

Next part (2 carried over from the part before).
SMILES	14-3-3 PPI
Cc1ccc2nc(-c3ccc(Cl)cc3)c(Nc3ccc4c(c3)OCO4)n2c1	-12
CCOc1cccc(NC(=O)C2CCCN(S(=O)(=O)c3ccc(-n4cnnn4)cc3)C2)c1 (stereo not drawn)	0
O=C(NCc1cccnc1)c1c(O)c2cccc3c2n(c1=O)CCC3	-10
Cc1occc1-c1nnc(SCC(=O)NCc2cccs2)n1CC1CCCO1 (stereo not drawn)	-3
CCc1cccc(C)c1NC(=O)c1cc(S(=O)(=O)N(CC)c2ccccc2)ccc1F	2
Cc1ccc(NC(=O)c2ccc(NS(=O)(=O)c3cccs3)cc2)cc1F	-11
O=C(Oc1ccc2c(c1)OCC2=O)c1ccccc1	-13
Cc1ccc(S(=O)(=O)NCC2CCC(C(=O)NCc3ccco3)CC2)cc1 (stereo not drawn)	1&-50

Entries shown so far that contain a CF3 group:
SMILES	14-3-3 PPI
COc1ccc(-c2cc(C(F)(F)F)n3nc(C(=O)NCc4cccnc4)cc3n2)cc1	-2
Cc1nc2ncnn2c(N2CCN(c3cccc(C(F)(F)F)c3)CC2)c1C	-7
Cc1nc2c(F)c(F)c(C(F)(F)F)c(F)c2[nH]1	-10

Screens as filed in PubChem.
